UPR XBP1 act: activators of adaptive arm of unfolded protein response (XBP1); activation, % at 20 µM; 330,000 tested, 0.33% active; CHO-XBP1 luciferase reporter, IRE1-XBP1 UPR activation, luminescence; percent of tunicamycin response, DMSO as zero;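 active = versus positive control, 20 µM dose yields 30% or more activation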;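 also: 100% = tunicamycin at 10 µg/mL and 0% = DMSO only wells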
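Material: CHO-XBP1 cells stably carrying IRE1-XBP1-driven luciferase reporter / Amount: 1000 cells per well / Compound: 20 µM, 1% DMSO / Times: 6 h treatment, 37 °C / Detection: luciferase luminescence / Measure: % activation of reporter signal versus tunicamycin and DMSO controls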
UPR CHOP act: activators of apoptotic arm of unfolded protein response (CHOP); CHO-CHOP luciferase reporter, UPR activation, luminescence; percent of tunicamycin response over DMSO baseline; activation, % at 10 µM; 330,000 tested, 0.34% active; AID 449763;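 active = at 10 µM dose, activation of 40% or more, normalized to positive control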;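 also: 100% = tunicamycin at 10 µg/mL and 0% = DMSO alone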
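Test system: CHO CHOP reporter cells. Input: 500 CHO-CHOP cells per well. Medium: F12 with 10% FBS. Technique: luciferase luminescence. Measure: percent activation relative to tunicamycin control. Dosing: 10 µM compound, 0.5% DMSO. Timing: 16-18 h cell attachment, then 6 h compound exposure, 37 °C.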
Jurkat NFkB inh: lowers PMA/ionomycin-induced NF-kB signal in Jurkat cells | PMA/ionomycin-induced NF-kB luciferase reporter, luminescence | inhibition, % at 4 µM | 330,000 tested, 0.53% active | AID 435003; in the data active = inhibition above about 50%
CCR6 antag: blocks CCL20-driven beta-arrestin recruitment at human CCR6; P51684; CHO-K1 CCR6 PathHunter beta-arrestin, luminescence, CCL20-stimulated; inhibition, % at 20 µM; 340,000 tested, 0.49% active;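 active = compounds whose inhibition of the agonist-driven luminescence signal at 20 µM reaches about 50%, limit read from the data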;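 also: cells stimulated with CCL20 at 14 nM final; plate controls were DMSO with CCL20 for no effect and DMSO without agonist for full effect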
Target sequence (P51684 whole entry, looked up): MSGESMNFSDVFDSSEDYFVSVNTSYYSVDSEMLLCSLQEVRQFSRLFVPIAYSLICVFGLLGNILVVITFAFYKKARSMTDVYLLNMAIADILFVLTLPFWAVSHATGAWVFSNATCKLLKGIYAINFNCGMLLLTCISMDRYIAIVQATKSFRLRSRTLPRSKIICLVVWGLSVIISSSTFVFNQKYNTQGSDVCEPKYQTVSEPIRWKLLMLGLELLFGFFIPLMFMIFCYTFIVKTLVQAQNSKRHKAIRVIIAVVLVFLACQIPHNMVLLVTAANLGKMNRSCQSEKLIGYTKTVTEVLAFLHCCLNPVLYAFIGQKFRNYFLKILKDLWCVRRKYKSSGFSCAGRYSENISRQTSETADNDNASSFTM
EBI2 block: antagonists of human EBI2 receptor. P32249. EBI2 beta-arrestin recruitment, luminescence, 7a,25-OHC stimulated. inhibition, % at 5 µM. 360,000 tested, 0.81% active; in the data active = inhibition above about 38%;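 also: enzyme fragment complementation signal reports receptor beta-arrestin coupling in cells; 0% = agonist plus DMSO wells and 100% = wells without agonist; some results beyond the cut were filed as inactive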
697 NFkB inh: lowers PMA/ionomycin-induced NF-kB signal in 697 B cells | 330,000 tested, 0.33% active | inhibition, % at 4 µM | 697 B-cell NF-kB luciferase reporter, 16 h; in the data active = inhibition above about 35%
CXCR6 inh: blocks human CXCR6 beta-arrestin recruitment; CHO-K1 PathHunter CXCR6 beta-arrestin, luminescence; inhibition, % at 20 µM; 360,000 tested, 0.36% active; AID 602244; in the data active = inhibition above about 34%, passing the limit was not always enough;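 also: antagonist mode with CXCL16 agonist at 10 nM final; 0% = 10 nM CXCL16 with DMSO and 100% = unstimulated wells without agonist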
Target sequence (O00574 whole entry, looked up): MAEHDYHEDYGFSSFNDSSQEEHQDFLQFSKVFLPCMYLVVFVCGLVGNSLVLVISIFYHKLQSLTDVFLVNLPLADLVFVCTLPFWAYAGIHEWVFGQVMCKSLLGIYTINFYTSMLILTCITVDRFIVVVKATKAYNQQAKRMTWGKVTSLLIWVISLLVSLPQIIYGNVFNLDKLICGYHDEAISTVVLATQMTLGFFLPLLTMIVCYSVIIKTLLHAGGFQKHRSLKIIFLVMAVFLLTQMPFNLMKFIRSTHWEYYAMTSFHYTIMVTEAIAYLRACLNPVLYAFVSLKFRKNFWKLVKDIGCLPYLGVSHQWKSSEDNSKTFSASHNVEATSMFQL
Mdm2 MdmX PPI: human Mdm2/MdmX binding inhibition | O15151+Q00987 | SaOS-2 split-luciferase Mdm2/MdmX complementation, luminescence | inhibition, % at 8 µM | 330,000 tested, 3% active;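 active = inhibition of at least 50% at 8 µM in the primary screen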
Gli-Sufu antag: antagonists of Gli-Sufu signaling; Sufu-KO-LIGHT fibroblasts, Gli luciferase reporter luminescence; inhibition, % at 5 µM; 340,000 tested, 0.74% active; AID 588413;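 active = inhibition above about 55%, limit read from the data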;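 also: 0% = DMSO-treated cells and 100% = wells with medium but no cells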
Starred values were filed as active, the others as inactive; x = no result given.

The line under a structure holds: UPR XBP1 act	UPR CHOP act	Jurkat NFkB inh	CCR6 antag	EBI2 block	697 NFkB inh	CXCR6 inh	Mdm2 MdmX PPI	Gli-Sufu antag
OCCO
 : -2	-1.0	8	0	3	14	4	-4	-3
CC1CN(c2nc3ccccc3nc2SCC(=O)Nc2cccc(C(F)(F)F)c2)CC(C)O1 (stereo unspecified)
 : -4	0.6	-9	4	-2	-27	0	41	5
Cc1cc(OCc2nc(N)nc(N)c2-c2ccc(Cl)c(Cl)c2)ccc1[N+](=O)[O-]
 : x	x	x	2	-5	x	4	x	24
O=S(=O)(/N=C(\c1ccccc1)N1CCOCC1)c1cccs1
 : -3	0.5	-10	-16	-8	-9	7	-16	1
COc1cc(OC)cc(C(=O)NNC(=O)CNC(=O)c2ccc(Br)o2)c1
 : -1	0.7	2	-10	1	5	9	16	-15
COc1cc2c(cc1OC)C[N+](C)(C)CC2
 : 1	0.4	-12	-19	-5	1	1	-22	-3
COc1cccc(CN(C)C(=O)c2cccnc2SC)c1OC
 : 0	-0.1	-11	5	1	-34	13	4	0
CN(C)S(=O)(=O)c1ccc(NC(=O)CN2CCc3ccccc32)cc1
 : 0	0.9	-6	-10	1	19	-6	20	-5
CN(C)/C=C/C(=O)c1ccc(Br)cc1
 : 0	0.3	-21	-6	-10	-8	-1	-22	-8
COc1cc(NC(=S)Nc2ccccn2)cc(OC)c1
 : -5	-0.2	0	15	-14	-11	5	-11	-4
CCN(Cc1ccccc1)C1CCN(Cc2ccc(SC)cc2)CC1
 : 2	0.9	8	9	-6	-11	-2	16	7
COc1cc(/C=C2\SC(=O)N(CCNC(=O)c3cnc(C)cn3)C2=O)cc(OC)c1OC
 : -5	-2.1	2	-9	-2	15	-11	-12	3
CCCC(=O)NC(=S)Nc1cccc(NC(=O)c2ccccc2Cl)c1
 : -1	0.3	13	11	10	19	0	19	3
CCCn1nnnc1SCC(=O)N1CCCc2ccccc21
 : -1	1.5	-18	-13	-5	4	-4	7	7
Cc1csc(NC(=O)/C=C/c2ccc3c(c2)OCO3)n1
 : -1	2.6	-4	12	-4	70*	2	-148	-63
O=C(COC(=O)Cc1ccc(S(=O)(=O)N2CCOCC2)s1)Nc1ccc2c(c1)OCO2
 : 1	0.6	-5	-1	6	5	-4	3	-3
CCN(CC)c1ccc(C(=O)OCC(=O)Nc2sccc2C#N)cc1
 : 3	2.9	-48	5	-6	-78	-8	-115	-64
C=CCOC(=O)C1=C[C@@H](c2ccc3c(c2)OCO3)C[C@@H](OCc2ccc(CO)cc2)O1
 : -1	0.6	5	15	8	8	-4	1	1
O=C(Nc1ccc(Cl)cc1)OCCn1nnnc1C(c1ccccc1)N1CCOCC1 (stereo unspecified)
 : -3	1.0	-16	8	2	-5	1	22	-10
S=C(NCc1ccco1)N1CCN(c2ccc(Cl)cc2)CC1
 : 0	-2.8	-4	18	-2	-2	1	13	4
O=C(Nc1cc(-c2ccccc2)[nH]n1)c1ccccc1
 : 1	12	-108	0	-8	-120	-3	-50	-93
O=C(O)CCc1ccc(NCc2cccc(Oc3ccccc3)c2)cc1
 : -1	0.2	12	5	-9	9	-2	8	12
Cc1cccc(NC(=S)/N=C(\N)Nc2nc(C)c3ccc(C)cc3n2)c1
 : -1	-0.8	30	14	14	-24	10	59*	-3
COc1ccccc1C(=O)Nc1ccc(NC(=O)c2ccco2)c(C)c1
 : -1	1.4	-5	-1	-2	16	-22	7	9
COc1cc(NC(=O)c2nnn(Cc3ccc(SC)cc3)c2N)cc(OC)c1
 : 6	3.3	-22	5	6	3	-1	-5	-8
c1coc(CNc2c3c(nc4ncnn24)CCCC3)c1
 : -4	0.4	6	7	4	-13	-8	-39	0
CCN(CC)c1ccc(S(=O)(=O)N2CCOCC2)cc1NC(=O)CN1C(=O)NC2(CCCC2)C1=O
 : -7	1.4	-18	19	8	-12	10	8	-8
Cc1cc(C(=O)COC(=O)CCCN2C(=O)c3ccccc3C2=O)c(C)n1C
 : -1	-0.4	-2	-10	-17	10	-6	6	-14
Cc1cccc(C)c1NC(=O)CN(c1ccccn1)S(=O)(=O)c1ccccc1
 : 0	1.2	-9	12	-4	4	-5	15	3
Cc1nn2c(-c3ccccn3)ccnc2c1Cl
 : -2	-0.1	-9	5	6	2	3	9	-1
COc1ccc(C2c3ccc4ccccc4c3Oc3ncn(CCO)c(=N)c32)cc1OC (stereo unspecified)
 : 2	-0.1	-15	0	5	12	-2	58*	10
C#CC1(NC(=O)NS(=O)(=O)c2ccc(C)cc2)CCCCC1
 : 0	-1.0	-4	1	9	15	-12	12	-2
COc1ccc(N(C)C(=O)c2cn(CC(C)C)c(=O)c3cc(OC)c(OC)cc23)c(OC)c1
 : -3	1.1	-13	13	5	-3	1	11	0
C=C(C)C1CC=C(C)/C(=N/NC(=O)c2ccc(NC(=O)c3cccc(C)c3)cc2)C1 (stereo unspecified)
 : -1	1.6	5	3	14	-1	6	5	25
CN(Cc1cnccn1)Cc1nc(Cc2ccccc2Cl)no1
 : -2	-0.2	9	2	-7	1	-1	13	8
COc1cc(CC(=O)N(c2ccccc2)c2nc(C)cs2)cc(OC)c1OC
 : -2	-0.9	6	0	1	10	1	2	-3
CC1CC(OCC(O)CN2CCN(Cc3ccccc3)CC2)CC(C)(C)C1 (stereo unspecified)
 : -5	16	-6	0	8	14	0	13	6
Nc1ncnc2c1ncn2[C@@H]1O[C@H](CNC(=O)[C@@H]2CCC(=O)N2)[C@@H](O)[C@H]1O
 : 3	4.1	x	17	-7	11	-4	26	-1
O=C1CCCCC1Sc1nnc(Nc2ccccc2)s1 (stereo unspecified)
 : 7	7.2	-89	5	4	-91	0	-88	-60
CN1CCNC(=O)C1CC(=O)NCCC1=CCCCC1 (stereo unspecified)
 : -5	0.1	-3	14	-3	8	4	12	-5
CCOc1cccc(CNCc2ccncc2)c1
 : -4	-1.9	-4	6	5	6	-10	-7	0
COCCNC(=O)C(C)OC(=O)C1=Cc2ccccc2OC1 (stereo unspecified)
 : 1	-2.3	2	-6	-6	8	3	8	4
O=C(Nc1ccc(OCc2ccccc2)cc1)c1cccnc1
 : 1	3.7	14	-4	-15	-34	-7	6	-14
Oc1ccc2ccccc2c1CN1CCN(c2ccccc2)CC1
 : 0	2.9	9	-3	3	3	-5	10	5
COc1cc(CNc2ccc3[nH]c(=O)[nH]c3c2)ccc1OCc1c(F)cccc1Cl
 : 6	16	21	-5	-15	-1	-24	21	10

Limited to UPR CHOP act (two entries from above):
compound | UPR CHOP act
C=C(C)C1CC=C(C)/C(=N/NC(=O)c2ccc(NC(=O)c3cccc(C)c3)cc2)C1 (stereo unspecified) | 1.6
CN1CCNC(=O)C1CC(=O)NCCC1=CCCCC1 (stereo unspecified) | 0.1

Structural class, the compounds so far containing bromine.
The line under a structure holds: UPR XBP1 act	UPR CHOP act	Jurkat NFkB inh	CCR6 antag	EBI2 block	697 NFkB inh	CXCR6 inh	Mdm2 MdmX PPI	Gli-Sufu antag
COc1cc(OC)cc(C(=O)NNC(=O)CNC(=O)c2ccc(Br)o2)c1
 : -1	0.7	2	-10	1	5	9	16	-15
CN(C)/C=C/C(=O)c1ccc(Br)cc1
 : 0	0.3	-21	-6	-10	-8	-1	-22	-8

An excerpt from above in order of the 697 NFkB inh value, high to low.
Structure,UPR XBP1 act,Jurkat NFkB inh,CCR6 antag,EBI2 block,697 NFkB inh,CXCR6 inh,Mdm2 MdmX PPI
COc1cc(CC(=O)N(c2ccccc2)c2nc(C)cs2)cc(OC)c1OC,-2,6,0,1,10,1,2
CN1CCNC(=O)C1CC(=O)NCCC1=CCCCC1 (stereo unspecified),-5,-3,14,-3,8,4,12
COc1cc(CNc2ccc3[nH]c(=O)[nH]c3c2)ccc1OCc1c(F)cccc1Cl,6,21,-5,-15,-1,-24,21
O=C1CCCCC1Sc1nnc(Nc2ccccc2)s1 (stereo unspecified),7,-89,5,4,-91,0,-88

Later entries
The line under a structure holds: UPR XBP1 act	UPR CHOP act	Jurkat NFkB inh	CCR6 antag	EBI2 block	697 NFkB inh	CXCR6 inh	Mdm2 MdmX PPI	Gli-Sufu antag
CCn1nnnc1SCC(=O)N1N=C(c2cccs2)CC1c1cccs1 (stereo unspecified)
 : -1	0.2	-30	2	3	-34	5	-34	-5
O=C(CC1C(=O)NCCN1CC1CCCCC1)NCc1cc(F)ccc1F (stereo unspecified)
 : -3	-1.0	1	8	-3	9	1	-17	-7
Cc1cccc(-n2c(C)nc3cc(C(=O)N4CCOCC4)ccc32)c1
 : 0	3.6	1	-11	-1	11	-3	7	-5
CNc1nc(C)c([N+](=O)[O-])c(Nc2ccc(OC)cc2)n1
 : -1	0.2	-4	13	1	18	1	27	9
CCOc1ccc(N/C(N)=N/c2nc(C)c(C)c(=O)[nH]2)cc1
 : -3	-0.3	-35	8	2	-22	7	9	9
CN1CCN(C(=O)C2(NC(=O)NCc3ccccc3)CCCCC2)CC1
 : -4	2.2	1	-2	-1	25	6	28	-6
COCCn1nnnc1CN(CCc1ccccc1)Cc1cc2cc(OC)ccc2[nH]c1=O
 : -1	2.2	1	4	-3	23	2	11	1

Quoted from the listing.
Value of O=C(CC1C(=O)NCCN1CC1CCCCC1)NCc1cc(F)ccc1F (stereo unspecified) under CCR6 antag: 8
Value of CN1CCN(C(=O)C2(NC(=O)NCc3ccccc3)CCCCC2)CC1 under Gli-Sufu antag: -6

Screens deposited in PubChem by Sanford-Burnham Center for Chemical Genomics.
